NCI-60 one-dose screen, 48 h, at 10 µM unless noted. Numbers give growth in % (100 = growth as untreated, 0 = no growth, -100 = all killed).
SF-268 – SF-268 CNS cancer cells; 3.1% of 82,000 active; AID 1794759
A498 – A498 renal cancer cells; 5.4% of 76,000 active; AID 1794774
SNB-19 – SNB-19 CNS cancer cells; 2.5% of 81,000 active
SF-295 – SF-295 CNS cancer cells. 5.6% of 79,000 active. AID 1794758
NCI-H23 – NCI-H23 lung cancer. AID 1794731. 4% of 80,000 active
SF-539 – SF-539 CNS cancer. 6.8% of 81,000 active
SNB-75 – SNB-75 CNS cancer; 5% of 79,000 active
CAKI-1 – CAKI-1 renal cancer; 4.7% of 75,000 active
U251 – U251 CNS tumor cells; 5.4% of 80,000 active
Active calls of the source: *; / = no result given; & = joins results of further samples. How the source made its calls: active means growth percent below 10; inactive means the rest. Compounds as they come; any-hit rate near 10%.

[1] CCSC(SCC)C(OC(C)=O)C(OC(C)=O)C(COC(C)=O)OC(C)=O (stereo not given)
[2] COc1ccccc1-n1cc(Cn2c(=O)oc3cccnc32)nn1
[3] ON=C1/C(=N\O)CCC/C1=N/O
[4] CN1C(=O)C(Nc2ccc(C(=O)Nc3ccccc3)cc2)=C(c2ccc(Cl)cc2)C1=O
[5] O=C(Nc1cccc2cccnc12)c1ccc2ccc3ccc(C(=O)Nc4cccc5cccnc45)nc3c2n1
[6] Cc1ccc(S(=O)(=O)NC(=O)n2ccc3c(N(C)C)ccnc32)cc1
[7] CNC(=O)Cn1nnc(CO)c1CCc1ccccc1
[8] O=S(=O)(O)c1cc(O)c2c(N=Nc3ccc(Nc4ccccc4)c4c(S(=O)(=O)O)cccc34)cc(S(=O)(=O)O)cc2c1
[9] COc1ccc2cc(C#Cc3ccc(-n4c(/C=C/c5c(Cl)cccc5Cl)nc5ccccc5c4=O)c(C)c3)ccc2c1
[10] CCCc1c(C)nc2scc(-c3ccc(Cl)cc3)n2c1=O
compound no.	1	2	3	4	5	6	7	8	9	10
SF-268	103	90	89	80	61	111	102	101	117	98
A498	100	80	98	91	73	105	115	/	127	98
SNB-19	92	109	107	92	49	123	111	103	108	105
SF-295	104	101	94	87	64	106	104	105	/	105
NCI-H23	105	97	112	78	61	103	91	100	100	100
SF-539	97	/	98	90	95	99	105	96	105	101
SNB-75	91	93	100	80	105	57	103	96	96	98
CAKI-1	92	100	101	80	54	88	103	99	100	97
U251	95	91	89	82	30	108	104	102	107	97

[11] CC[C@H](Nc1nc(N)nc(C)c1C#N)c1nc2cccc(NCc3ccc(C(=O)NO)cc3)c2c(=O)n1-c1ccccc1
[12] Oc1c(Cl)cc(Cl)cc1CNC1CCCCC1
[13] C=CCNC(=O)Cc1c(-c2ccc(OC)cc2)oc2c(OC)c3c(c(OC)c12)OCO3
[14] COc1ccc2nc(CC(=N)c3ccc(N(C)C)cc3)ccc2c1
[15] O=C(O)c1ccc(N=C2c3ccccc3-c3ccccc32)cc1
[16] O=C1c2ccccc2C(=O)N1CN1CCN(c2cc(=O)[nH]c3ccc(F)cc23)CC1
[17] OCCCNc1oc(-c2ccccc2)nc1[P+](c1ccccc1)(c1ccccc1)c1ccccc1
[18] CCOCCc1ccncc1
[19] CC(O)CC(=O)c1ccc(O)cc1 (stereo not given)
[20] O=C(Oc1cc(Cl)ccc1Cl)c1ccccc1
compound no.	11	12	13	14	15	16	17	18	19	20
SF-268	9.6*	100	96	101	99	102	6.2*	106	83	116
A498	-39*	101	55	108	91	97	23	124	110	148
SNB-19	7.3*	95	95	/	111	97	4.6*	113	105	111
SF-295	-4.0*	110	106	102	95	111	2.6*	96	108	88
NCI-H23	-23*	107	96	104	102	98	-1.1*	100	100	94
SF-539	-19*	109	103	107	95	96	4.7*	98	93	97
SNB-75	14	91	96	106	85	83	-2.9*	90	99	104
CAKI-1	13	/	88	99	98	97	59	94	93	86
U251	/	97	105	99	118	98	14	92	91	91

The closing three entries of the section above come first, to join the parts.
[18] CCOCCc1ccncc1
[19] CC(O)CC(=O)c1ccc(O)cc1 (stereo not given)
[20] O=C(Oc1cc(Cl)ccc1Cl)c1ccccc1
[21] COc1cccc(/C=C/[C@H]2O[C@@H](C)[C@H](O)[C@@H]2O)c1CO
[22] CCCCCCCC(C)NCCOC(=O)c1ccc([N+](=O)[O-])cc1 (stereo not given)
[23] NC(=O)c1cccnc1
[24] O=C1c2ccccc2N=C(N/N=C/c2ccccc2)[C@@H]2CCCN12
[25] COC1OC(CO)C(OC)C(O)C1NC(O)COCCOC(O)CNC(=S)N=Nc1c(O)[nH]c2ccccc12 (stereo not given)
[26] COc1cc(CNC(=O)/C=C/C=C/c2ccc3c(c2)OCO3)ccc1OCc1cn(-c2ccc(F)cc2)nn1
[27] O=c1c2c3c(sc2n2c(-c4cn(-c5ccccc5)nc4-c4ccc(Cl)cc4)nnc2n1Cc1ccccc1)CCCC3
[28] Cc1ccc(S(=O)(=O)NC(=O)NCCSSCCNC(=O)NS(=O)(=O)c2ccc(C)cc2)cc1
[29] O=S(=O)(Nc1ncccn1)c1ccc(-n2c(-c3ccccc3O)nc(-c3ccccc3)c2-c2ccccc2)cc1
[30] Cc1cn(CC(C)C)c(=O)n(-c2ccccc2)c1=O
compound no.	18	19	20	21	22	23	24	25	26	27	28	29	30
SF-268	106	83	116	106	103	120	98	102	89	100	102	102	105
A498	124	110	148	85	122	102	95	/	/	100	93	107	17
SNB-19	113	105	111	109	96	104	99	106	83	98	99	95	109
SF-295	96	108	88	104	89	91	100	100	93	99	95	89	112
NCI-H23	100	100	94	105	102	99	99	/	78	94	102	98	114
SF-539	98	93	97	108	121	84	96	97	83	90	87	92	106
SNB-75	90	99	104	101	90	98	79	91	97	67	85	103	82
CAKI-1	94	93	86	93	98	92	90	86	81	100	96	93	93
U251	92	91	91	109	99	93	95	106	89	98	99	97	113

[31] CCOC(=O)c1cc2ccc(OCC(=O)N3CCOCC3)cc2oc1=O
[32] O=c1[nH]c2ccc(Cl)cc2cc1CSc1nccc(-c2ccc3ccccc3c2)n1
[33] COc1cc(Cn2c(-c3ccccc3)cc3c2-c2oncc2CC3)cc(OC)c1
[34] O=C(O)c1ccc(OCCOc2ccccc2)cc1
[35] NC(=O)c1[nH]cnc1N
[36] O=[N+]([O-])c1cc(S(=O)(=O)Oc2ccccc2)ccc1Cl
[37] CC1(CCl)Nc2ccccc2C(=O)N1c1ccc(Cl)cc1 (stereo not given)
[38] CC1=C(CC(=O)OCC(=O)NC2CCC(S/N=C(N)/N=C(\N)N(C)C)CC2)c2cc(F)ccc2/C1=C\c1ccc(S(C)=O)cc1 (stereo not given)
[39] COc1ccc(CNc2ccc3nc(CCC(C)C)[nH]c3c2)cc1
[40] Nc1cc(Cl)c(O)c(Cl)c1
compound no.	31	32	33	34	35	36	37	38	39	40
SF-268	107	77	31	101	113&159	24	91	101	91	113
A498	91	124	-15*	112	90&144	97	83	99	95	87
SNB-19	94	91	35	99	105&115	31	96	108	89	119
SF-295	118	88	-1.2*	105	121&112	29	/	106	80	126
NCI-H23	107	97	24	96	104&104	31	99	101	97	106
SF-539	103	85	-12*	98	106&108	/	100	101	94	111
SNB-75	103	68	20	88	100&92	52	92	96	84	86
CAKI-1	102	69	18	95	114&85	-89*	99	/	89	103
U251	97	94	18	106	108&103	0.1*	94	100	94	106

[41] Clc1cc(Cl)c2c(c1)C=C1CSCC3=Cc4cc(Cl)cc(Cl)c4OC13O2
[42] COc1ccc(CN2CCc3c(NCc4ccccc4)nc(N)nc3C2=O)c(OC)c1
[43] Clc1nc2ccccc2cc1-c1nnc(-c2cccnc2)o1
[44] CC(C)OC(=O)c1ccc([N+](=O)[O-])cc1
[45] COc1c2c(cc3occc13)O/C(=C\c1ccccc1)C2=O
[46] COc1ccc(Cl)cc1NC(=O)c1cc2c([nH]1)-c1nc(N)sc1CC2
[47] Cc1ccc(-c2cc(-c3nnc(SC/C(=N/O)c4ccccc4)o3)c3ccccc3n2)cc1
[48] CCOC(=O)[C@@H]1CSC=C(C(=O)O)N1
[49] S=C(NCc1ccccc1)Nc1ccccc1
[50] Nc1nc(-c2cc3c(cc2Cl)NC(=O)/C3=C/c2ccc(O)cc2)cs1
compound no.	41	42	43	44	45	46	47	48	49	50
SF-268	96	94	98	119	108	99	92	106	101	70
A498	93	87	116	79	119	113	89	108	119	82
SNB-19	94	79	100	109	98	110	103	89	101	81
SF-295	106	82	98	/	107	104	92	85	114	79
NCI-H23	97	87	106	103	87	99	88	96	105	70
SF-539	101	86	101	112	113	99	110	98	106	91
SNB-75	92	81	61	111	91	89	88	103	107	81
CAKI-1	94	71	93	103	83	/	/	104	111	/
U251	99	83	/	106	108	111	100	96	100	73

Results in sequence from above:
Compounds 41 to 50 in SNB-75: 92, 81, 61, 111, 91, 89, 88, 103, 107, 81
Compounds 41 to 50 in SF-539: 101, 86, 101, 112, 113, 99, 110, 98, 106, 91

(list continues)
[51] CC1(C)CCCC(C)(C)C1O
[52] Cc1[nH]c(C2CC(c3cccs3)=NN2c2ccc(Cl)cc2)c(C)c1C(=O)O (stereo not given)
[53] CCN(CC)CCCC(C)Nc1ccnc2c1ccc1c(NC(C)CCCN(CC)CC)ccnc12 (stereo not given)
[54] CCC(C)C(N)C(=O)NNc1n[nH]c(=S)n1N (stereo not given)
[55] CC(C)Sc1nc(N)nc2c1ncn2C1OC(CO)C(O)C1O (stereo not given)
[56] O=C(Cn1c2c(c3ccccc31)CCCC2)Nc1ccc(-c2nc3ccccc3s2)cc1
[57] CN1C(=O)c2cccn2Cc2ccccc21
[58] Cc1ccc(N=Nc2c(N)nn3c(-c4ccc(Cl)cc4)c(-c4nc5ccccc5s4)c(N)nc23)cc1
[59] CC(C)(C)c1nn(-c2ccccc2)c2c1CC1(CN2Cc2ccc(Cl)cc2)C(=O)c2ccccc2C1=O
[60] [N-]=[N+]=Nc1ccc(-c2cc3cnc4ccccc4c3oc2=O)cc1
compound no.	51	52	53	54	55	56	57	58	59	60
SF-268	108	98	91	98	118	98	102	102	89	97
A498	92	43	114	94	/	94	97	85	77	90
SNB-19	110	97	/	98	104	100	114	97	84	103
SF-295	96	104	97	103	124	103	102	100	/	103
NCI-H23	106	94	91	102	113	95	100	100	81	99
SF-539	106	102	98	95	115	102	98	103	/	94
SNB-75	94	88	87	100	94	106	92	83	120	107
CAKI-1	88	83	99	91	97	100	98	94	/	97
U251	100	100	104	101	97	97	113	116	86	107

[61] CC(=O)N1[Se][C@@H]2[C@H]([Se]1)[C@@H](NC(=O)c1ccc(Br)cc1F)C(=O)CC1=CC(C)(O)C=C(CC(=O)[C@H]2NC(=O)c2ccc(Br)cc2F)O1 (stereo not given in full)
[62] N#CC(C#N)N=Nc1ccccc1C(=O)O
[63] COc1ccc(OC)c(CCn2cncc2-c2c[nH]c3cc(F)ccc23)c1
[64] N#C/C(=C\c1ccc(-c2cccc(Cl)c2)o1)c1ccccc1
[65] COc1ccc(NC(=O)Nc2cccc(-c3cc(=O)c4c(OC)c(OC)c(OC)cc4o3)c2)cc1
[66] Cc1nc2ccccc2n1CC1C(=O)CC(C)(C)CC1=O
[67] C(=C(\C1=NCCN1)n1cnc2ccccc21)/c1cccc2ccccc12
[68] Cc1ccc(C(=O)c2ccc3nc(-c4ccc(O)cc4)n(C)c3c2)cc1
[69] COc1cc(/C=C2\CC/C(=C\c3ccc(OCCn4ccnc4)c(OC)c3)C2=O)ccc1OCCn1ccnc1
[70] NS(=O)(=O)c1ccc(N2C(=O)/C(=C/c3coc4ccccc4c3=O)N=C2c2ccc(Cl)cc2)cc1
[71] CN1CCCN(C(c2ccccc2)c2ccc(Br)cc2)CC1 (stereo not given)
compound no.	61	62	63	64	65	66	67	68	69	70	71
SF-268	110	107	77	101	66	97	85	97	109	100	62
A498	108	102	/	83	64	70	/	105	106	98	74
SNB-19	87	103	83	97	70	94	89	105	103	104	100
SF-295	50	100	54	88	57	107	77	101	86	103	58
NCI-H23	98	107	56	68	60	94	91	/	61	99	87
SF-539	103	103	84	100	76	102	92	101	80	90	75
SNB-75	99	95	/	65	80	74	78	79	93	95	38
CAKI-1	105	93	58	67	56	93	69	90	95	104	49
U251	99	106	72	91	43	99	95	100	88	99	71

Part of the list above, reformatted.
entry	Molecule	SF-268	A498	SNB-19	SF-295	NCI-H23	SF-539	SNB-75	CAKI-1	U251
61	CC(=O)N1[Se][C@@H]2[C@H]([Se]1)[C@@H](NC(=O)c1ccc(Br)cc1F)C(=O)CC1=CC(C)(O)C=C(CC(=O)[C@H]2NC(=O)c2ccc(Br)cc2F)O1 (stereo not given in full)	110	108	87	50	98	103	99	105	99
62	N#CC(C#N)N=Nc1ccccc1C(=O)O	107	102	103	100	107	103	95	93	106
63	COc1ccc(OC)c(CCn2cncc2-c2c[nH]c3cc(F)ccc23)c1	77	/	83	54	56	84	/	58	72
64	N#C/C(=C\c1ccc(-c2cccc(Cl)c2)o1)c1ccccc1	101	83	97	88	68	100	65	67	91
65	COc1ccc(NC(=O)Nc2cccc(-c3cc(=O)c4c(OC)c(OC)c(OC)cc4o3)c2)cc1	66	64	70	57	60	76	80	56	43

Assay outcomes from PubChem.
